# HUVEC prolif 384: inhibitors of human endothelial cell proliferation; viability, % at 10 µM (by protocol); 86,000 tested, 1.1% active; HUVEC proliferation, CellTiter-Glo luminescence, 72 h; active compounds read low;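 active = viability at or below 30%; inactive = viability above 30%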;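 also: 100% = median luminescence of DMSO-only cell control wells on each plate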
# Fibroblast inh: blocks proliferation of human lung fibroblasts. viability, % at 10 µM. 85,000 tested, 1.1% active. LL 47 human lung fibroblast viability, ATP luminescence; active compounds read low;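 active = viability at or below 50% in the single dose screen; inactive = viability above 50%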;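 also: compound exposure lasted 72 h before the ATP readout; 100% = median luminescence of untreated cell-only wells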
#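 Test system: LL 47 human lung fibroblasts; Quantity: 1,150 cells/well; Buffer or medium: IMEM plus 15% FBS; Dosing: tenfold compound dosing solution, DMSO at 0.1%; Timing: overnight cell rest, 72 h compound treatment at 37 °C; Detection: ATP-based CellTiter-Glo luminescent readout; Read-out basis: viability percentage against median untreated-cell control; Controls: cell-only wells, no compound.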
# PostGolgi ctrl: growth of the yeast control strain, post-Golgi counter-screen; 98,000 tested, 5% active; efflux-deficient yeast background strain, growth absorbance A615, 16 h; AID 738; inhibition, % at 10 µM; in the data active = inhibition above about 30%
# sEH inh: soluble epoxide hydrolase (human) inhibition. 91,000 tested, 0.34% active. inhibition, % at 2 µM. recombinant human sEH enzymatic activity assay; in the data active = inhibition above about 80%; also: values of inactives mirror those of a sister screen read the other way; many of its hits are not listed in these tables
# Target sequence (P34913 whole entry, looked up): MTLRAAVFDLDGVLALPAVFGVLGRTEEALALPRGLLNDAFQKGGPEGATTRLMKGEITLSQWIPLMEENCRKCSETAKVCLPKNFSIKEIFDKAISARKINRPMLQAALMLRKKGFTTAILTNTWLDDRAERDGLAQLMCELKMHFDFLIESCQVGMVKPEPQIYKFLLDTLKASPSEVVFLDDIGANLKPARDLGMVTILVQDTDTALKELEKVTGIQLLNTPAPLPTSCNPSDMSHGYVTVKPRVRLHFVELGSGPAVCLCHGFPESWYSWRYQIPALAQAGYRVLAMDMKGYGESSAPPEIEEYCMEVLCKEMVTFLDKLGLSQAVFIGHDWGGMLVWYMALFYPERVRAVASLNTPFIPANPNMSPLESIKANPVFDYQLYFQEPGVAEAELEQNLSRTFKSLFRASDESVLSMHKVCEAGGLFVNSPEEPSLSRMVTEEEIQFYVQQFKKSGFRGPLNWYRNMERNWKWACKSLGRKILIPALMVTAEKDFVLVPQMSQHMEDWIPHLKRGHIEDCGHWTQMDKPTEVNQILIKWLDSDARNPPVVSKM
# S1P2 antag: antagonists of human S1P2 receptor. O95136. cell-based S1P2 antagonist assay, inhibition at 5 uM. inhibition, % at 5 µM. 97,000 tested, 0.21% active; in the data active = inhibition above about 45%;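 also: CRE beta-lactamase reporter cells expressing human S1P2 stimulated with S1P; 0% = agonist at EC80 alone and 100% = agonist plus reference antagonist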
# Target sequence (O95136 whole entry, looked up): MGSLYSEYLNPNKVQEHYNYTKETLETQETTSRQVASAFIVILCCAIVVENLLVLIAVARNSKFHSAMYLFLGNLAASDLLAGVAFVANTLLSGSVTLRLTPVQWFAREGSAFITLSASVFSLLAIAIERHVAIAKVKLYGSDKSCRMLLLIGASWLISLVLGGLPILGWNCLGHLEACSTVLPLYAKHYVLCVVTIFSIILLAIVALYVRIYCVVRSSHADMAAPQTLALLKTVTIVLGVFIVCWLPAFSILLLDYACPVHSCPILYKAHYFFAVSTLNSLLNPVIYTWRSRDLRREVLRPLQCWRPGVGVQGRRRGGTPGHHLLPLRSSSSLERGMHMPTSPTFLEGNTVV
# sEH activator: activators of human soluble epoxide hydrolase. P34913. purified human sEH enzymatic activity, activator screen. activation, % at 2 µM. 91,000 tested, 0.04% active. AID 717; in the data active = activation above about 37%; also: values of inactives mirror those of a sister screen read the other way
# H69AR inhibit: growth inhibitors of human H69AR lung tumor cells; H69AR lung tumor viability, ATP luminescence, 72 h; active compounds read low; viability, % at 10 µM; 85,000 tested, 6% active;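 active = viability at or below 40%; inactive = viability above 40%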;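 also: multidrug resistant small cell line overexpressing MRP-1 efflux transporter; 100% = mean luminescence of untreated control wells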
# LYP act: LYP (human) phosphatase activation; AID 697; recombinant LYP, DiFMUP fluorescence; 0 = plate median, 100 = signal doubled; activation, % at 2 µM; Q9Y2R2; 96,000 tested, 0.11% active;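 active = activation at 2 µM above a set limit, the mean plus 5 SD, cut at about 37% in these data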
# S1P2 ag: agonists of human S1P2 receptor. O95136. S1P2-expressing cell line, agonist reporter read-out. activation, % at 4.5 µM. 97,000 tested, 0.46% active. AID 729; in the data active = activation above about 16%;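 also: 0% = vehicle low control and 100% = maximal reference agonist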
# * hit, by the source's call; . = not tested or not shown.
Structure,HUVEC prolif 384,Fibroblast inh,PostGolgi ctrl,sEH inh,S1P2 antag,sEH activator,H69AR inhibit,LYP act,S1P2 ag
c1ccc2c(c1)OCC(CNc1ncnc3nc[nH]c13)O2 (configuration not stated),94.3,93.3,19.4,.,.,.,84.5,.,.
Cc1cc(OCC(=O)Nc2ccccc2F)nc(C(C)C)n1,.,.,0.6,0.0,-1.4,-0.8,.,11.9,-2.7
O=C(Nc1ccc2c(c1)CCC2)c1ccc(Br)o1,.,.,16.4,15.9,-11.0,-17.6,.,-0.1,-3.9
O=C(O)C1CC(c2ccccc2F)=NO1 (configuration not stated),96.8,101.8,-2.3,5.7,-1.8,-5.8,93.5,-1.6,-4.9
COc1ccccc1-c1nnc2n1N=C(C(C)(C)C)CS2,102.9,109.2,3.1,0.8,-0.3,0.7,79.0,-0.3,-4.8
Cn1c(=O)oc2cc(S(=O)(=O)N3CCOCC3)ccc21,103.5,97.5,29.8,3.9,13.5,-5.7,96.3,-4.1,-6.8
C=CCn1c(Sc2nnc(C)s2)nc2c1c(=O)[nH]c(=O)n2C,114.7,93.2,-0.6,3.2,-17.3,-1.6,98.9,9.2,-7.2
COc1ccccc1N1CCN(C(=O)c2nn(-c3ccccc3OC)c(=O)c3ccccc23)CC1,87.6,87.2,1.0,.,.,.,76.1,.,.
CCn1c(SCc2nc3ccccc3s2)nnc1-c1cccs1,.,.,16.3,18.0,8.1,-15.7,.,-7.4,-4.2
CN1C(=O)CC(N2CCC(c3nc4ccccc4s3)CC2)C1=O (configuration not stated),91.7,97.8,0.3,8.6,0.1,-5.5,100.8,2.4,-3.9
CCOC(=O)Cc1csc(NC(=O)NC2(C(F)(F)F)Oc3ccccc3O2)n1,67.8,61.8,10.8,-0.1,4.2,-1.2,16.7*,2.8,-3.5
CN1CC(=O)NC1=NC(=O)C12CC3CC(CC(C3)C1)C2,.,.,24.1,-9.1,11.0,11.7,.,-14.3,-3.7
CC1(C)N([O-])C2=C(c3ccccc3C2=O)[N+](=O)C1(C)C,105.5,101.7,-9.1,-4.6,-5.7,3.6,97.8,5.2,-2.0
COC(=O)c1ccc(Cl)c(NC(=O)CN2CCOCC2)c1,107.6,99.8,1.4,2.9,3.1,0.9,70.5,-4.2,-2.4
O=C(CSc1nnc(CNC(=O)c2cccs2)o1)c1ccc(Cl)cc1,89.0,93.8,-4.3,12.0,-15.9,-10.8,86.0,8.4,-4.8
Cc1onc(-c2ccccc2Cl)c1C(=O)OCC(=O)c1ccccc1,114.7,108.1,3.8,3.9,-10.0,-6.1,97.0,13.5,-3.7
CCOC(=O)c1[nH]c2cc3c(cc2c1NC(=O)CN1CCCCC1C)OCO3 (configuration not stated),.,.,23.5,-5.2,11.8,3.7,.,-14.0,-4.9
Cn1c(SCC(=O)NCc2ccc3c(c2)OCO3)nnc1-c1cccs1,102.1,98.9,5.6,.,.,.,94.0,.,.
Cc1ccc(S(=O)(=O)N2CCC(C(=O)NCc3ccccc3Cl)CC2)cc1,99.3,97.1,26.6,63.1,3.0,-63.7,98.3,11.2,-2.1
CCOc1ccc(NC(=O)CSc2nc3cccnc3n2CCOC)cc1,99.0,98.8,7.3,-2.6,10.1,4.4,72.2,5.7,-3.5
CCOC(=O)CNC(=O)Cn1cnc2sc(C)c(S(=O)(=O)N3CCC(C)CC3)c2c1=O,.,.,-5.8,3.4,1.0,-5.2,.,2.5,-0.4
O=C(CSc1nnnn1Cc1ccccc1)N1CCN(c2ccccc2)CC1,100.2,102.5,1.7,1.2,-4.5,-1.6,88.5,3.8,-3.7
Cn1c(/C(C#N)=N/O)nc2ccccc21,99.3,98.0,.,8.1,1.6,-5.8,94.4,-0.2,-5.0
COc1ccc(S(=O)(=O)n2oc(=O)cc2-c2ccccc2)cc1,85.4,92.1,7.5,7.2,12.7,-4.2,103.9,-4.4,-2.1
CCCCc1c(O)c2ccccc2[nH]c1=O,89.5,99.5,43.4*,-8.3,19.5,7.0,86.5,5.1,-2.5
CC(=O)Nc1ccc(NS(=O)(=O)c2cc(C)sc2C)cc1,101.4,106.5,3.9,-2.9,5.3,4.5,80.9,-8.5,-7.5
Cc1ccc(O)c(-c2cc3ccccc3[nH]2)c1,74.4,94.1,9.5,6.7,3.9,-7.1,81.3,-6.4,0.2
Cc1cccc(-c2nc3ccccc3c3nncn23)c1,93.1,101.7,-2.6,1.1,-18.1,-1.1,91.3,3.7,-7.9
O=C1OC2(CCCCC2)OC(=O)C1=CNc1nc2ccccc2s1,109.1,99.2,1.6,-4.4,-20.1,6.4,86.9,-2.3,-0.5
Cc1ccc(NC(=O)c2noc3c2CCc2ccccc2-3)cc1,117.9,102.0,4.4,-11.4,-155.9,10.9,69.2,3.4,-0.3
Nc1cc(=O)nc(SCC(=O)Nc2cccc3ccccc23)n1CCc1ccccc1,.,.,-5.9,-4.1,-36.8,1.1,.,7.3,-3.5
COc1ccc(Nc2cc(C)nc3ncnn23)c(OC)c1,90.6,94.8,2.9,.,19.7,.,89.9,3.1,-8.0
Cc1cc(C)cc(NC(=O)Cn2ncn3c(cc4ccccc43)c2=O)c1,64.8,92.5,10.0,-11.3,-3.0,12.0,96.4,-15.3,-4.0
COc1ccc(CCNC(=O)Cc2nn(C)c(=O)c3ccccc23)cc1OC,97.7,97.7,8.8,7.6,2.3,-8.0,105.5,-1.2,-3.0
CCCOc1ccc2oc(=O)c3c(c2c1)CCCN3C(=O)CN(C)Cc1ccccc1,83.7,100.7,10.8,5.9,-7.4,-2.5,85.5,4.9,-5.4
Cc1nnc(SCC(=O)NC(C)c2ccccc2)[nH]c1=O (configuration not stated),95.9,97.8,-1.1,.,.,.,96.2,.,.
COc1ccccc1N(CC(=O)NCc1ccccn1)S(C)(=O)=O,94.8,98.0,19.9,-5.3,-4.4,3.8,95.3,1.8,-7.4
CC(=O)Nc1ccc(N2C(C(C)=O)=NN(c3ccc(Cl)cc3)C2c2sccc2C)cc1 (configuration not stated),53.8,93.8,.,-22.0,24.6,21.1,37.6*,-4.5,-3.4
CCCc1cc(=O)[nH]c(SCc2cccc(C)c2)n1,99.6,105.1,29.1,8.2,-28.4,-10.9,97.2,19.3,1.3
Cc1ccccc1NC1(C#N)C(=O)Nc2ccccc21 (configuration not stated),91.0,105.2,4.2,3.2,-2.6,-8.5,67.6,-3.9,-4.8
CC(=O)CCS(=O)(=O)c1ccc(Oc2ccc(S(=O)(=O)CCC(C)=O)cc2)cc1,94.3,10.8*,.,12.3,7.4,-9.1,1.3*,7.4,-7.2
O=C(CN1CCCCCC1)Nc1ccc(F)c(F)c1F,100.3,102.0,20.4,-24.0,-17.0,22.3,82.1,-3.3,-1.8
CC(C)c1ccc(N2CC(C(=O)Nc3nccs3)CC2=O)cc1 (configuration not stated),98.0,101.2,0.9,4.8,20.2,-7.2,99.4,0.8,-4.4
COc1ccccc1NC(=O)N(Cc1ccc2c(c1)OCO2)Cc1nc2ccccc2c(=O)[nH]1,63.0,73.6,-5.5,-0.6,4.7,0.7,9.4*,6.8,-2.2
O=C(NCC1CCCO1)C(C(=O)c1ccccc1)n1cc(Cl)ccc1=O (configuration not stated),90.0,101.2,5.6,-2.5,10.4,4.2,96.5,6.8,-7.4
CCOC(=O)Nc1ccc(OC)cc1S(=O)(=O)N1CCCCC1,87.2,107.9,23.9,18.8,0.4,-16.7,90.5,-5.5,-10.5
CCOc1cc(C)c(C(C)C)cc1S(=O)(=O)NCc1ccccn1,93.8,99.1,18.6,7.2,10.0,-12.0,.,-6.5,-2.4
CCn1c(SCC(=O)Nc2ccc(C(=O)OC)cc2)nnc1-c1cccs1,112.8,103.0,-5.0,-6.9,-10.3,8.5,91.1,36.9,-4.6
COC(=O)c1[nH]c2ccc(C)cc2c1NC(=O)Nc1ccccc1OC,90.0,95.4,1.4,12.7,12.2,-11.8,61.9,-9.6,-7.8
CCOC(=O)c1c(NC(=O)OC)sc(C(=O)N(C)C)c1C,105.1,107.1,10.6,0.1,1.8,1.2,89.1,0.5,-1.8
O=C1C(C=NCCCn2ccnc2)=C(O)c2ccccc21,94.5,101.1,.,-2.4,3.3,1.9,114.6,0.7,-7.1
O=S(=O)(/N=C(/Nc1ccccn1)c1ccccc1)c1ccccc1,.,.,5.2,4.0,-0.1,-1.2,.,-5.3,-2.1
COc1ccc(C2C=C(c3ccccc3)Nc3nc(NC(C)=O)nn32)cc1 (configuration not stated),89.6,96.3,4.1,5.9,12.7,-4.1,62.4,7.5,-11.9
O=C(O)C1CC(=O)n2c(nc3ccccc32)S1 (configuration not stated),84.3,91.9,1.5,5.8,-10.5,-2.7,104.3,-5.7,-3.3
Cc1ccccc1CS(=O)(=O)CCC(=O)NCCCN1CCN(c2ccccc2F)CC1,85.2,101.5,4.8,-1.0,22.2,2.6,82.8,21.9,-1.3
CC(=O)N1CCN(S(=O)(=O)c2ccc(C)cc2)C1c1ccc(N(C)C)cc1 (configuration not stated),98.2,84.7,2.0,.,6.0,.,100.9,3.0,-4.9
Cn1c(N2CCN(C(=O)Nc3ccc(C(F)(F)F)cc3)CC2)nc2ccccc21,103.7,97.3,19.4,47.0,-0.9,-46.8,80.8,-0.5,-6.8
Oc1c(C(c2cccs2)N2CCN(c3ccccc3)CC2)ccc2cccnc12 (configuration not stated),.,.,2.1,2.1,9.8,1.0,.,-12.3,-5.4
O=C(CCCn1c(=O)c2ccccc2n(CC(=O)NCc2ccco2)c1=O)NCc1ccco1,110.0,100.3,17.8,-3.3,9.7,1.3,83.5,-9.9,-7.3
COc1cccc(/C=N/n2c(=S)n(C)c3ccccc32)c1OC,93.6,103.1,7.2,-9.0,11.8,8.0,92.5,-0.8,-5.8

# Next part, overlapping the part above by four compounds.
Structure,HUVEC prolif 384,Fibroblast inh,PostGolgi ctrl,sEH inh,S1P2 antag,sEH activator,H69AR inhibit,LYP act,S1P2 ag
Cn1c(N2CCN(C(=O)Nc3ccc(C(F)(F)F)cc3)CC2)nc2ccccc21,103.7,97.3,19.4,47.0,-0.9,-46.8,80.8,-0.5,-6.8
Oc1c(C(c2cccs2)N2CCN(c3ccccc3)CC2)ccc2cccnc12 (configuration not stated),.,.,2.1,2.1,9.8,1.0,.,-12.3,-5.4
O=C(CCCn1c(=O)c2ccccc2n(CC(=O)NCc2ccco2)c1=O)NCc1ccco1,110.0,100.3,17.8,-3.3,9.7,1.3,83.5,-9.9,-7.3
COc1cccc(/C=N/n2c(=S)n(C)c3ccccc32)c1OC,93.6,103.1,7.2,-9.0,11.8,8.0,92.5,-0.8,-5.8
COC(=O)c1c(C(=O)OC)c2ccncn2c1Cl,92.0,99.5,-8.3,0.7,-17.0,0.7,145.9,-5.2,-3.6
O=C1N(S(=O)(=O)c2ccccc2F)C(=O)C2(CCCC2)N1S(=O)(=O)c1ccccc1F,96.3,103.4,5.1,.,.,.,100.0,.,.
Cn1c(NC(=O)c2ccc(C(C)(C)C)cc2)cc(=O)n(C)c1=O,94.2,102.8,6.2,.,.,.,96.3,.,.
Cc1cccc(NC(=O)C2CCCN2S(=O)(=O)c2cccc3cccnc23)c1 (configuration not stated),102.8,88.5,20.0,0.9,4.4,-1.9,78.7,-4.6,-3.4
Cn1c(Cn2nnc3ccccc32)nnc1SCC(=O)N1c2ccccc2CCc2ccccc21,96.4,89.1,1.9,.,-2.7,.,54.0,4.7,-1.3
Cc1nc(N2CCN(c3ccccc3)CC2)[nH]c(=O)c1Cc1cccc2ccccc12,52.3,56.8,-2.7,13.6,-21.0,-15.1,21.7*,-1.3,-3.7
CCCOC(=O)Nc1nnc(CCC)s1,104.5,104.2,0.9,-18.5,-4.1,16.2,98.3,2.8,-8.8

# Not all compounds are listed, so the mix of outcomes need not match the whole.
